Screens: PubChem, National Center for Advancing Translational Sciences (NCATS)
ALOX12 inh: blocks human arachidonate 12S-lipoxygenase; P18054; purified 12hLO, xylenol orange hydroperoxide absorbance; Potency, µM (series often up to 108 µM), inactives show top-dose activity change, negative = inhibition, hits mostly inhibitors; 580,000 compounds, 1.1% hits; AID 1671190; further: potency means the concentration at half of the fitted maximal effect; on the % scale 0 is the no-effect control and ±100 the full control effect
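Hydroperoxide product was detected by ferrous iron/xylenol orange as the 573 to 405 nm absorbance ratio. Arachidonic acid at 40 uM (final) was turned over for 30 min at room temperature by 150 nM human 12hLO, pH 7.0 Hepes buffer, after 15 min compound preincubation.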
ERG Ets-DNA blk: blocks human ERG Ets domain binding to DNA. AID 624246. 370,000 compounds, 0.028% hits. P11308. fluorescence polarization, His-ERG Ets domain / labelled DNA. Potency, µM (doses to about 76.9 µM), for the others: at the top dose FP activity, negative = inhibition, usual class: inhibitors; active means well fitted inhibition curve with a large enough effect in the polarisation, with a control signal flat; inconclusive means small, poorly fitted or top-dose-only effect, or effect the other way, or a change in a side signal; inactive means no such curve, though single readings can be large or run the other way; the % refers to the polarisation;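 further: polarization taken with two DNA probes labelled with fluorescein and Texas red; potency means the concentration at half of the fitted maximal effect; % of control where 0% means no effect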
Target sequence (P11308 whole entry, looked up, the tested form may be a part): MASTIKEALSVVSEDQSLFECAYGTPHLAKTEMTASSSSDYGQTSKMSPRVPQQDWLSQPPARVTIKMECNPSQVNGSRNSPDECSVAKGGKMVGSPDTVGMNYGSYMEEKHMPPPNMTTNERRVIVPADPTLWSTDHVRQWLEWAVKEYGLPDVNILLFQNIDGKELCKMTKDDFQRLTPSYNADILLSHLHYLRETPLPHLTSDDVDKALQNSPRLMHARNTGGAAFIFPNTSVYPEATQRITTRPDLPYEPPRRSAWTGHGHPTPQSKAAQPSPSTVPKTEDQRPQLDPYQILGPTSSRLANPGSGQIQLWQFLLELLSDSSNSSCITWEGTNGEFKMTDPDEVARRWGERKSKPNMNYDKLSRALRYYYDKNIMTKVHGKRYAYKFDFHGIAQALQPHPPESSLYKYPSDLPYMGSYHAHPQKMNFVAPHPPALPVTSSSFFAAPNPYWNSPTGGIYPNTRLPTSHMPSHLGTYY
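His-tagged ERG Ets domain (1 uM in the protein solution; 300mM KCl, 50mM Tris-HCl, 1mM EDTA, 1mM DTT, pH 7.5) received compound, then a probe mix of 5 nM fluorescein-DNA and 100nM Texas-615-DNA. Fluorescence polarization was read for both dyes.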
Pol beta inh: blocks human DNA polymerase beta activity; P06746; Pol beta primer extension/strand displacement, fluorescence kinetic; Potency, µM (series often up to 114 µM), without a hit: at the top dose activity change, negative = inhibition, usual class: inhibitors; 340,000 compounds, 1.3% hits; AID 485314; further: potency means the concentration at half of the fitted maximal effect; on the % scale 0 is the no-effect control and ±100 the full control effect
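Kinetic readout of DNA synthesis with strand displacement by Pol beta. Compound and 10 nM enzyme sit 15 min at room temperature; 50 nM substrate starts the reaction, read immediately and at 10 min.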
APE1 inh: blocks human APE1 abasic DNA cleavage | P27695 | recombinant APE1, TAMRA/BHQ-2 abasic DNA cleavage fluorescence | Potency, µM (series often up to 65.8 µM), inactives show at the highest dose activity change, negative = inhibition, hits mostly inhibitors | 350,000 compounds, 0.35% hits | AID 2517;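 further: potency means the concentration at half of the fitted maximal effect; plate controls were vehicle for no effect and reference inhibitor for full effect; nearly all actives have a fitted effect of over 55% in size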
Target sequence (P27695 whole entry, looked up): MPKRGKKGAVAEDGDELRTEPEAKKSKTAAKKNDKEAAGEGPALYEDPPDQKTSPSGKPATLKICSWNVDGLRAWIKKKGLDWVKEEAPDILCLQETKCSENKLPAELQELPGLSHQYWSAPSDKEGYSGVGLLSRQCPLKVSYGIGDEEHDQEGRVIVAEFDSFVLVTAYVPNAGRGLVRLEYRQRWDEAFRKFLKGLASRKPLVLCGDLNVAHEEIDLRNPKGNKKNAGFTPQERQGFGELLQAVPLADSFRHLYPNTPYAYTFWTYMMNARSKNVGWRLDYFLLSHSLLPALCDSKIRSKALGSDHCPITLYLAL
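Incision of a quenched TAMRA/BHQ-2 THF abasic-site duplex (50 nM) by 0.75 nM APE1, after 15 min compound preincubation, measured as fluorescence increase over three 60 s reads. Values normalized to buffer, DMSO and NSC13755 control wells.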
Pol kappa inh: inhibitors of human DNA polymerase kappa. Q9UBT6. purified Pol kappa, fluorescent DNA synthesis assay, 10 min. Potency, µM (doses to about 107 µM), inactives show top-dose activity, negative = inhibition, actives largely listed as inhibitors. 400,000 compounds, 0.53% hits; further: potency means the concentration at half of the fitted maximal effect; on the % scale 0 is the no-effect control and ±100 the full control effect
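Activity was followed as the change in fluorescence between reads at 0 and 10 min after starting the reaction with 50 nM substrate. Beforehand, 10 nM polymerase had been preincubated with compound for 15 min at room temperature.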
TRHR ag: TRH receptor (human) agonism; P34981; TRHR cells, calcium flux fluo-8, FDSS agonist mode; activation, % at 2 µM; 360,000 compounds, 0.18% hits; in the data active means activation above about 30%; further: 0% is about no effect
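TRHR-expressing cells loaded with fluo-8 calcium dye; 23 nL library compound pin-transferred, kinetic FDSS fluorescence (Ex 480/Em 530) recorded about 180 s for agonist-induced calcium release, before a 10 nM TRH EC20 addition for potentiator mode.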
BLM helicase inh: inhibitors of human Bloom syndrome helicase BLM. Potency, µM (top dose mostly 56.1 µM), for inactives: at the highest dose activity change, negative = inhibition, most hits filed as inhibitors. recombinant BLM DNA unwinding, fluorescence dequenching. 350,000 compounds, 0.2% hits;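 further: potency means the concentration at half of the fitted maximal effect; plate controls were vehicle for no effect and no enzyme for full effect; nearly all actives have a fitted effect of over 35% in size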
Pol iota inh: blocks human DNA polymerase iota activity. Q9UNA4. Pol iota fluorescent replication assay, 10 min. Potency, µM (series often up to 115 µM), for the others: at the top dose activity, negative = inhibition, hits mostly inhibitors. 390,000 compounds, 1% hits. AID 588590; further: potency means the concentration at half of the fitted maximal effect
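Pol iota at 10 nM preincubated 15 min with compounds at room temperature; reaction started with fluorescent substrate, 50 nM final. Fluorescence read kinetically at 0 and 10 min; buffer-only wells as negative control.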
Apoferritin bind: binds horse apoferritin like a general anesthetic; Potency, µM (titrated, usually from 77.5 µM), without a hit: at the highest dose activity change, negative = displacement, hits mostly inhibitors; AID 485281; 350,000 compounds, 0.074% hits; P02791; apoferritin/1-aminoanthracene competitive binding, fluorescence; further: potency means the concentration at half of the fitted maximal effect; on the % scale 0 is the no-effect control and ±100 the full control effect; nearly all actives have a fitted effect of over 20% in size
Target sequence (P02791 2-175 limits assumed): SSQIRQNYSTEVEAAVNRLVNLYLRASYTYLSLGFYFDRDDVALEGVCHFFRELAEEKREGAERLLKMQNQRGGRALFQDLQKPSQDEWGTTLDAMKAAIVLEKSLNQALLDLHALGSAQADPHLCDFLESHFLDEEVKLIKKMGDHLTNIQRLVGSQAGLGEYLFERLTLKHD
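Steps: apoferritin (10 uM) was premixed with half-saturated 1-AMA in PBS, compounds were pin-transferred, plates stood 10 min at room temperature, fluorescence was read at 380/535 nm, and curves were fitted with a Hill equation.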
An asterisk follows results filed as active; & = joins results of further samples; [ ] = remark or other dose. Unless noted, the call rests on the fitted dose curve; in most records, active means well fitted curve in the direction sought with a large enough effect; inconclusive means small, poorly fitted or top-dose-only effect, or another doubt; inactive means no such curve, though single readings can be large; an effect the other way counts as inactive or inconclusive.

What do the screens show for `COc1ccc(-c2cc(C(=O)Oc3ccc(C#N)cc3)no2)cc1`?
ALOX12 inh: -26%; ERG Ets-DNA blk: 6%; Pol beta inh: -20%; Pol kappa inh: -13%; TRHR ag: -1.7; BLM helicase inh: -3%; Pol iota inh: 16%; Apoferritin bind: 0%

Results for CCOC(=O)N1CCN(S(=O)(=O)c2ccc3[nH]c(=O)oc3c2)CC1 ?
ALOX12 inh: 11%; ERG Ets-DNA blk: -7%; Pol beta inh: -26%; APE1 inh: -1%; Pol kappa inh: -5%; TRHR ag: -0.4; BLM helicase inh: -6%; Pol iota inh: -17%; Apoferritin bind: 0%

How did COc1ccc(OC)c(NC(=O)c2cnc(Nc3ccc(C)c(Cl)c3)c3ccccc23)c1 do in these assays?
ALOX12 inh: -24%&-8%; ERG Ets-DNA blk: -1%; Pol beta inh: inconclusive; Pol kappa inh: -16%; TRHR ag: 0.3; BLM helicase inh: -7%; Pol iota inh: 9%; Apoferritin bind: 188%[activator]

How did COc1cccc(Nc2ncc3nc(-c4cccs4)c(=O)n(C[C@H]4CCCO4)c3n2)c1 do in these assays?
ALOX12 inh: 0%; APE1 inh: 0%; Pol kappa inh: 1%[60.1 µM]; BLM helicase inh: -3%

What do the screens show for `CCOc1ccc(C2C3=C(CC(C)(C)CC3=O)N(CC(=O)O)C3=C2C(=O)CC(C)(C)C3)cc1OCC`?
ALOX12 inh: 0%; ERG Ets-DNA blk: -1%; Pol beta inh: 45%; APE1 inh: 24%; Pol kappa inh: 0%; TRHR ag: -0.1; BLM helicase inh: -3%; Pol iota inh: 15%; Apoferritin bind: -8%

What do the screens show for `CC12CCC=CC1C(c1ccc(/C=C/c3ccccc3)cc1F)N(Cc1ccccc1)C2=O` (configuration not stated)?
APE1 inh: -1%; Pol kappa inh: 0%; BLM helicase inh: 2%; Pol iota inh: -18%; Apoferritin bind: 10%

How did Cc1ccc(Nc2nc(N)nc(CSc3ncccn3)n2)cc1 do in these assays?
ALOX12 inh: -2%; ERG Ets-DNA blk: -4%; Pol beta inh: 0%; APE1 inh: 3%; Pol kappa inh: -17%; TRHR ag: -0.2; BLM helicase inh: -4%; Pol iota inh: 0%; Apoferritin bind: -17%

What do the screens show for `CCCC1=C(C(=O)OCC)C(c2c(C)nn(-c3ccccc3)c2Cl)C(C#N)=C(N)O1` (configuration not stated)?
ALOX12 inh: 7%; ERG Ets-DNA blk: -3%; Pol beta inh: -21%; APE1 inh: 3%; Pol kappa inh: -8%; TRHR ag: -0.1; BLM helicase inh: -2%; Pol iota inh: 9%; Apoferritin bind: inconclusive

Results for COc1cccc(NC(=O)C2COc3ccccc3O2)c1 (configuration not stated) ?
ALOX12 inh: 0%; ERG Ets-DNA blk: 6%; Pol beta inh: 31%; APE1 inh: -6%; Pol kappa inh: -10%; TRHR ag: -0.8; BLM helicase inh: -4%; Pol iota inh: -4%; Apoferritin bind: inconclusive

What do the screens show for `Cc1cc(NC(=O)c2cncc(Br)c2)no1`?
ALOX12 inh: 0%; ERG Ets-DNA blk: -6%; Pol beta inh: -4%; APE1 inh: inconclusive; Pol kappa inh: -11%; TRHR ag: 0.0; BLM helicase inh: -1%; Pol iota inh: 33%[activator]; Apoferritin bind: -6%

How did Cc1ccccc1C(=O)Nc1cc(NC(=O)c2ccccc2C)cc(C(=O)O)c1 do in these assays?
ALOX12 inh: 0%; ERG Ets-DNA blk: -4%; Pol beta inh: 0%; APE1 inh: -19%; Pol kappa inh: -3%; TRHR ag: -0.1; BLM helicase inh: -2%; Pol iota inh: 72%[activator]; Apoferritin bind: -6%

Results for CCCc1c(NC(=O)Nc2ccc(F)cc2)cnn1-c1ccccc1 ?
ALOX12 inh: inconclusive; ERG Ets-DNA blk: 22%; Pol beta inh: -16%; APE1 inh: inconclusive; Pol kappa inh: 8%; TRHR ag: 0.1; BLM helicase inh: 0%; Pol iota inh: -4%; Apoferritin bind: -7%

How did CC(C)OC(=O)CC1=NC(=O)CS1 do in these assays?
ALOX12 inh: 4%; ERG Ets-DNA blk: -2%; Pol beta inh: 46%; APE1 inh: 1%; Pol kappa inh: -2%; TRHR ag: 0.9; BLM helicase inh: -3%; Pol iota inh: -10%; Apoferritin bind: -12%

Results for C=CCSc1nc2ccccc2n1S(=O)(=O)c1ccc(Cl)cc1 ?
ALOX12 inh: inconclusive; ERG Ets-DNA blk: -6%; Pol kappa inh: -4%; Pol iota inh: -5%

How did O=C(CC1NCCc2ccccc21)Nc1ccc(Oc2ccccc2)cc1 (configuration not stated) do in these assays?
ALOX12 inh: -5%; ERG Ets-DNA blk: 0%; Pol beta inh: 0%; APE1 inh: -3%; Pol kappa inh: -6%; TRHR ag: -0.4; BLM helicase inh: -1%; Pol iota inh: 68%[activator]; Apoferritin bind: inconclusive

What do the screens show for `Cc1ccc(NC(=O)CC2NCCN(Cc3ccccc3)C2=O)cc1` (configuration not stated)?
ALOX12 inh: 4%; ERG Ets-DNA blk: -2%; Pol beta inh: 0%; APE1 inh: 1%; Pol kappa inh: 3%; TRHR ag: 0.1; BLM helicase inh: -7%; Pol iota inh: 88%[activator]; Apoferritin bind: -6%

How did CCN(CC)S(=O)(=O)c1ccc(-c2csc(C)n2)s1 do in these assays?
ALOX12 inh: 23%; ERG Ets-DNA blk: 2%; Pol beta inh: 9%; APE1 inh: inconclusive; Pol kappa inh: -14%; TRHR ag: 0.0; BLM helicase inh: -7%; Pol iota inh: 32%[activator]; Apoferritin bind: -9%

What do the screens show for `CCOC(=O)c1ccc(N2CCOCC2)c(NC(=O)c2c(-c3ccccc3)noc2C)c1`?
ALOX12 inh: 0%; ERG Ets-DNA blk: -4%; Pol beta inh: 1%; APE1 inh: 0%; Pol kappa inh: 2%; TRHR ag: -0.4; BLM helicase inh: -6%; Pol iota inh: 6%; Apoferritin bind: -18%

What do the screens show for `CC(C)NC(=O)N(C)C[C@H]1Oc2ccc(NC(=O)Cn3cnnn3)cc2C(=O)N([C@H](C)CO)C[C@@H]1C`?
ALOX12 inh: 14%; ERG Ets-DNA blk: 11%; APE1 inh: 18%; Pol kappa inh: 11%; Pol iota inh: 30%

How did O=C(O)C1CC=CCC1C(=O)NCCc1cccc(Cl)c1 (configuration not stated) do in these assays?
ERG Ets-DNA blk: -7%; Pol beta inh: 7%; APE1 inh: 0%; Pol kappa inh: -7%; TRHR ag: -2.2; BLM helicase inh: 0%; Pol iota inh: -7%; Apoferritin bind: -10%

How did O=C(O)c1ccc(Nc2nc(-c3ccccc3)cs2)cc1 do in these assays?
ALOX12 inh: inconclusive; ERG Ets-DNA blk: 22%; Pol beta inh: -11%; APE1 inh: 13%; Pol kappa inh: 0%; TRHR ag: 2.1; BLM helicase inh: -3%; Pol iota inh: 61%[activator]; Apoferritin bind: 1%

Results for CC(=O)Nc1ccc(SC[C@H](CC(C)C)N2CCN(CCc3ccccc3)CCC2=O)cc1 ?
ALOX12 inh: 1%; ERG Ets-DNA blk: 1%; Pol beta inh: 7%; APE1 inh: -10%; Pol kappa inh: -1%; TRHR ag: -1.2; BLM helicase inh: -13%; Pol iota inh: -3%; Apoferritin bind: 6%

What do the screens show for `Cc1ccc(NC(=O)c2ncn[nH]2)cc1`?
ALOX12 inh: 1%; ERG Ets-DNA blk: -11%; Pol beta inh: 4%; APE1 inh: 0%; Pol kappa inh: -8%; TRHR ag: -0.1; BLM helicase inh: 0%; Pol iota inh: 39%[activator]; Apoferritin bind: -3%

What do the screens show for `CCN(CC(=O)Nc1c(F)cccc1F)C(=O)c1ccc(S(=O)(=O)N(CC)c2ccccc2)cc1`?
ALOX12 inh: 15%; ERG Ets-DNA blk: 5%; Pol kappa inh: 4%; Pol iota inh: 1%

Results for CCCC(=O)NCCCCNC(=O)CCC ?
ALOX12 inh: 399%[activator]; ERG Ets-DNA blk: 22%; Pol beta inh: 16%; APE1 inh: 2%; Pol kappa inh: 6%; TRHR ag: -0.2; BLM helicase inh: 0%; Pol iota inh: 10%; Apoferritin bind: -9%

Results for O=C(Cn1ncc2c([nH]c3ccccc32)c1=O)Nc1ccc(CN2CCCCC2)cc1 ?
ERG Ets-DNA blk: 5%; Pol beta inh: 26%; APE1 inh: 32%; Pol kappa inh: 15%; TRHR ag: 1.6; BLM helicase inh: 7%; Pol iota inh: 25%; Apoferritin bind: -7%

Results for CN1CCN(C(c2cccc(Cl)c2)c2ccccc2Cl)CC1 (configuration not stated) ?
ALOX12 inh: -9%; ERG Ets-DNA blk: -6%; Pol beta inh: 2%; APE1 inh: 3%; Pol kappa inh: -12%; TRHR ag: 1.0; BLM helicase inh: 0%; Pol iota inh: -5%; Apoferritin bind: -7%

How did CCOCc1nc(N)[nH]c(=O)c1Cc1ccc(OC(C)C)cc1 do in these assays?
ALOX12 inh: 0%; ERG Ets-DNA blk: -5%; Pol beta inh: 12%; APE1 inh: 7%; Pol kappa inh: -4%; TRHR ag: 0.5; BLM helicase inh: -8%; Pol iota inh: 5%; Apoferritin bind: -13%

Results for Cc1ccc(NC(=O)CSc2nnc(C3COc4ccccc4O3)o2)c(Cl)c1 (configuration not stated) ?
ALOX12 inh: 0%; ERG Ets-DNA blk: -2%; Pol beta inh: 10%; APE1 inh: -1%; Pol kappa inh: -15%; TRHR ag: 1.3; BLM helicase inh: 0%; Pol iota inh: 44%[activator]; Apoferritin bind: -8%

A portion of the library (hit frequency here may not be typical).
